Integrin act MD: qHTS for Activators of Integrin-Mediated Alleviation for Muscular Dystrophy; alpha7betagal myoblasts, beta-gal FDG fluorescence, 48 h; Potency, µM (highest dose often 38.3 µM), for the others: top-dose activation, hits mostly activators; hit rate 0.064% among 350,000;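 note: potency is the fitted concentration of half-maximal effect; 100% = response of the positive control SU9516; nearly all actives have a fitted effect of over 60% in size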
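alpha7betagal+/- myoblasts (passage 13, 250/well) treated 48 h at 37C with compounds at 1:260 dilution of DMSO stock. Lysed, then beta-galactosidase activity read as FDG fluorescence (ex 480/em 540) after 30 min, with pre-read for autofluorescence.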
S-ASM inh: Inhibitors of Secretory Acid Sphingomyelinase (S-ASM): qHTS | Sphingomyelin phosphodiesterase (Homo sapiens), P17405 | placental ASM, HMU-PC fluorogenic substrate, 60 min | Potency, µM (doses to about 57.5 µM), for the others: at the top dose activity change, negative = inhibition, hits mostly inhibitors | hit rate 0.006% among 340,000 | AID 504937, 2011; note: potency is the fitted concentration of half-maximal effect
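HMU-PC0 cleavage (9 uM final) by human placental ASM, 60 min at 37 °C following 10 min compound exposure at RT; stopped at pH 10, fluorescence Ex 386/Em 447 nm.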
Mito fusion yeast: qHTS Assay for Small Molecule Inhibitors of Mitochondrial Division or Activators of Mitochondrial Fusion; S. cerevisiae fusion-defective mutant growth rescue, CellTiterGlo 48 h; hit rate 0.23% among 320,000; Potency, µM (top dose mostly 46.1 µM), inactives show at the highest dose growth rescue (activation), actives largely listed as activators; AID 485298, 2010;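 note: potency is the fitted concentration of half-maximal effect; % of control where 0% means no effect; nearly all actives have a fitted effect of over 45% in size; temperature-sensitive fusion mutants such as fzo1-1 at 37 °C on non-fermentable ethanol glycerol medium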
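Temperature-sensitive fusion-defective S. cerevisiae (e.g. fzo1-1, mgm1-5) were grown with compound in YPEG medium (3% ethanol, 3% glycerol) for 48 hours at 37C. Growth rescue was measured as viability by CellTiterGlo luminescence after 10 minutes at ambient.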
MLL CXXC-DNA inh: qHTS Fluorescence Polarization Assay for Inhibitors of MLL CXXC domain - DNA interaction; Histone-lysine N-methyltransferase 2A (Homo sapiens), Q03164; MLL-CXXC / FITC-HOXA9 DNA fluorescence polarization; Potency, µM (series often up to 115 µM), for inactives: top-dose activity change, negative = inhibition, usual class: inhibitors; hit rate 0.037% among 290,000; AID 2662, 2010; active = well fitted inhibition curve with a large enough effect in the polarisation, with a control signal flat, not every such curve was filed as active; inconclusive = small, poorly fitted or top-dose-only effect, or effect the other way, or a change in a side signal; inactive = no such curve, though single readings can be large or run the other way; the % refers to the polarisation; note: potency is the fitted concentration of half-maximal effect
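Purified MLL-CXXC (added from a 7 uM solution) was preincubated 5 min at ambient with pinned compounds in 50 mM Tris-HCl pH 7.5, 50 mM NaCl, 1 mM DTT, 0.05% BSA. Fluorescein-labeled HOX-A9 DNA (50 nM solution) followed, 30 min, then polarization read.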
PTAP TSG101 blk: qHTS Assay for Iinhibitors of HIV-1 Budding by Blocking the Interaction of PTAP/TSG101 | Tumor susceptibility gene 101 protein (Homo sapiens), Q99816 | Fluorescence polarization, FITC-PTAP peptide / Tsg101 binding | Potency, µM (doses to about 115 µM), without a hit: at the highest dose activity change, negative = inhibition, most hits filed as inhibitors | 340,000 tested, under 10 active; active = well fitted inhibition curve with a large enough effect in the main read-out, with a control signal flat, not every such curve was filed as active; inconclusive = small, poorly fitted or top-dose-only effect, or effect the other way, or a change in a side signal; inactive = no such curve, though single readings can be large or run the other way; note: potency is the fitted concentration of half-maximal effect; % of control where 0% means no effect
Target sequence (Q99816 whole entry, looked up): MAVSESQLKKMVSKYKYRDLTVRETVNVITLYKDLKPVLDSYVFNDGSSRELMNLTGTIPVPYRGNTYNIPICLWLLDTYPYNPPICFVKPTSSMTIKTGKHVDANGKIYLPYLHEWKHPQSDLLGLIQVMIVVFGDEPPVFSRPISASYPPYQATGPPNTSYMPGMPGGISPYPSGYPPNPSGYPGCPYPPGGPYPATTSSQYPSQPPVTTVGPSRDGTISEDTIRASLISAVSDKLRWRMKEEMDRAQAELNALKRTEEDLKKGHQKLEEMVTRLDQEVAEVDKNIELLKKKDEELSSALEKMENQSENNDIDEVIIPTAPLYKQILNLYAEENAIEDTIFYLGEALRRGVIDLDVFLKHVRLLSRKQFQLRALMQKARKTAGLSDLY
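FP read-out: FITC-PTAP peptide, 50 nM final, binding Tsg101 binding domain, 10 uM final; 20 min, r.t.; 10 mM HEPES pH 7.5, 0.15 M NaCl, 0.01% Tween 20, 3 mM EDTA, 0.1 mM TCEP.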
TSHR antag: Antagonists of the Thyroid Stimulating Hormone Receptor: HTS campaign; Thyrotropin receptor (Homo sapiens), P16473; TSHR-expressing cells, TSH-stimulated cAMP HTRF, 2 h; hits give low values; activity change, negative = inhibition, % at 11.5 µM; hit rate 0.2% among 330,000; AID 504810, 2011;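 active = activity change below a set negative limit, meaning inhibition stronger than a set level, cut at about -70% in these data; inconclusive = activity change between two set negative limits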; note: % is set by controls: 0 for no effect and ±100 for the full control effect
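Antagonism was scored as loss of TSH-driven cAMP in TSHR cells, stimulated with 4nM TSH (EC80) for 2 hours at 37 deg C and detected by homogeneous HTRF competition immunoassay.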
TCR activator: Activators of T cell receptors: qHTS campaign | Potency, µM (doses to about 9.22 µM), without a hit: at the highest dose activation of IL-2 secretion, usual class: activators | 330,000 tested, under 10 active | primary human leukocytes, anti-CD3, IL-2 HTRF, 48 h; note: % of control where 0% means no effect
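Primary human leukocytes were stimulated with a-CD3 beads plus compounds for 48 hr without co-stimulation; secreted IL-2 was quantified by HTRF using a-IL-2-K (europium cryptate) and a-IL-2-d2, excited at 320nm with acceptor emission read at 665nm.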
AT treatment: qHTS Assay for Identifying a Potential Treatment of Ataxia-Telangiectasia | […] A-T fibroblasts, KAP-1 phosphorylation AlphaLISA; neocarzinostatin DNA damage 30 min before lysis | Potency, µM (highest dose often 57.5 µM), inactives show top-dose activation, most hits filed as activators | hit rate 0.19% among 320,000; note: potency is the fitted concentration of half-maximal effect; % of control where 0% means no effect; nearly all actives have a fitted effect of over 45% in size
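ATM-like activity read as KAP-1 phosphorylation via AlphaLISA donor/acceptor antibody pairs after lysis and 6 hr at 25C. Cells were ATM-null patient fibroblasts ([…], hTERT), dosed 60 min, then exposed to the DSB inducer NCS for 30 min.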
Menin-MLL TR inh: qHTS Assay for Inhibitors Targeting the Menin-MLL Interaction in MLL Related Leukemias: Competition With Texas Red Labeled MLL-derived Mutant Peptide; O00255; Menin + Texas Red MLL mutant peptide, fluorescence polarization; Potency, µM (series often up to 61.6 µM), for inactives: at the top dose FP activity change, negative = inhibition, actives largely listed as inhibitors; hit rate 0.23% among 270,000; AID 1768, 2009; active = well fitted inhibition curve with a large enough effect in the polarisation, with a control signal flat, not every such curve was filed as active; inconclusive = small, poorly fitted or top-dose-only effect, or effect the other way, or a change in a side signal; inactive = no such curve, though single readings can be large or run the other way; the % refers to the polarisation; note: potency is the fitted concentration of half-maximal effect; % of control where 0% means no effect; many of its hits are not listed in these tables
MBNL1-CUG inh: qHTS Assay for Inhibitors of MBNL1-poly(CUG) RNA binding; Potency, µM (series often up to 57.5 µM), inactives show at the highest dose activity change, negative = inhibition, hits mostly inhibitors; hit rate 0.036% among 280,000; TR-FRET MBNL1-His/biotin-(CUG)12 binding, 665/545 ratio; Muscleblind-like protein 1 (Homo sapiens), Q9NR56; active = well fitted inhibition curve with a large enough effect in the signal ratio, with a control signal flat, not every such curve was filed as active; inconclusive = small, poorly fitted or top-dose-only effect, or effect the other way, or a change in a side signal; inactive = no such curve, though single readings can be large or run the other way; the % refers to the signal ratio; note: potency is the fitted concentration of half-maximal effect; % is set by controls: 0 for no effect and ±100 for the full control effect
Target sequence (Q9NR56 whole entry, looked up): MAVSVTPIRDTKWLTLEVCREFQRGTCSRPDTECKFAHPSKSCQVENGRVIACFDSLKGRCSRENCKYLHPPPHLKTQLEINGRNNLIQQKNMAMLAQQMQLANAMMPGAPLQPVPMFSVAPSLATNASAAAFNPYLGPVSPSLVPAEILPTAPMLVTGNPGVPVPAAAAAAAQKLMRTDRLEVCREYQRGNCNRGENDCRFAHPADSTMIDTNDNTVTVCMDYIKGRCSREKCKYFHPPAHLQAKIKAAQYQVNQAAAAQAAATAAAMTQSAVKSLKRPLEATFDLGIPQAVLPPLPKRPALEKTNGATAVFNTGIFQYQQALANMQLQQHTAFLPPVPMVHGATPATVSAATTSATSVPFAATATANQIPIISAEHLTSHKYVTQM
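His-tagged MBNL1 binding to biotinylated (CUG)12 RNA was measured by TR-FRET using terbium anti-His antibody (0.055 ng/ul final) and streptavidin-XL665 (5 nM final). Compounds were titrated 92 nM to 58 uM; 60 min at room temperature.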
The depositor's hits bear a star; & = joins results of further samples; [ ] = remark or other dose. Unless noted, calls come from the whole dose curve; as a rule, active = well fitted curve in the direction sought with a large enough effect; inconclusive = small, poorly fitted or top-dose-only effect, or another doubt; inactive = no such curve, though single readings can be large; an effect the other way counts as inactive or inconclusive. These rows are one share of the data; rates above refer to the full screens.

For Cc1cc(NC(=O)c2cnccn2)no1 the results were Mito fusion yeast -3%, MLL CXXC-DNA inh -22%, TSHR antag 6, AT treatment -4%, Menin-MLL TR inh 0% and MBNL1-CUG inh 2%.
For CCNC(=O)CN(c1ccc(Cl)cc1)S(=O)(=O)c1ccccc1 the results were Integrin act MD -2%, S-ASM inh -8%, Mito fusion yeast -1%, MLL CXXC-DNA inh -8%, PTAP TSG101 blk -7%, TSHR antag 2, TCR activator -16%, AT treatment 2%, Menin-MLL TR inh -9% and MBNL1-CUG inh -1%.
Screening COc1ccc2ccccc2c1C(O)c1nccn1C (stereo not drawn) returned Integrin act MD -29%, S-ASM inh 9%, Mito fusion yeast -1%, MLL CXXC-DNA inh -3%, PTAP TSG101 blk inconclusive, TSHR antag 0, TCR activator -2%, AT treatment 0%, Menin-MLL TR inh -28% and MBNL1-CUG inh inconclusive.
Screening C=Cn1cc[n+](CC(=O)c2ccc(-c3ccccc3)cc2)c1 returned Integrin act MD -34%, S-ASM inh -3%, Mito fusion yeast -14%, MLL CXXC-DNA inh 20%, PTAP TSG101 blk -5%, TSHR antag 8, TCR activator -1%, AT treatment -6%, Menin-MLL TR inh -1% and MBNL1-CUG inh 9%.
CC(=O)N1CCN(c2ccccc2NC(=O)c2cccs2)CC1 was read as Integrin act MD inconclusive, S-ASM inh 2%, Mito fusion yeast 1%, MLL CXXC-DNA inh -4%, PTAP TSG101 blk -4%, TSHR antag 4, TCR activator -1%, AT treatment -7% and MBNL1-CUG inh -4%.
Cc1ccc(C(=O)C[n+]2ccc(Cc3ccccc3)cc2)cc1 was read as Integrin act MD -51%[inhibitor], S-ASM inh 0%, Mito fusion yeast -7%, MLL CXXC-DNA inh 6%, PTAP TSG101 blk -12%, TSHR antag -7, TCR activator -3%, AT treatment 9%, Menin-MLL TR inh -9% and MBNL1-CUG inh 12%.
O=[N+]([O-])c1ccc(O)c(/C=N/n2cnnc2)c1 was read as Integrin act MD 0%, S-ASM inh -12%, Mito fusion yeast 9%, MLL CXXC-DNA inh 2%, PTAP TSG101 blk -7%, TSHR antag -5, TCR activator -2%[46.1 µM], AT treatment -4%, Menin-MLL TR inh 13% and MBNL1-CUG inh inconclusive.
Screening FC(F)(F)c1cccc(N2CCN(Cc3cccnc3)CC2)c1 returned Integrin act MD -15%, S-ASM inh 0%, Mito fusion yeast 4%, MLL CXXC-DNA inh 3%, PTAP TSG101 blk -3%, TSHR antag -6, TCR activator 3%, AT treatment 1%, Menin-MLL TR inh -29% and MBNL1-CUG inh -7%.
For O=c1cc(CSc2ccc(S(=O)(=O)N3CCCCC3)cn2)nc2sccn12 the results were Integrin act MD 28%, S-ASM inh 12%, Mito fusion yeast -1%, MLL CXXC-DNA inh 0%, PTAP TSG101 blk -5%, TSHR antag 0, TCR activator 2%, AT treatment -3%, Menin-MLL TR inh 63%[activator] and MBNL1-CUG inh 2%.
Cc1ccc(C)c(-n2c3nc(=O)[nH]c(=O)c-3cc3cc([N+](=O)[O-])ccc32)c1 was read as Integrin act MD -60%[inhibitor], S-ASM inh 31%, Mito fusion yeast -4%, MLL CXXC-DNA inh 14%, PTAP TSG101 blk -20%, TSHR antag 13, TCR activator 3%, AT treatment -6% and Menin-MLL TR inh inconclusive.
`Cc1cc(C)nc(Nc2nc(C)c3cc4c(cc3n2)OCO4)n1` gave Integrin act MD -2%, S-ASM inh 10%, Mito fusion yeast -6%, MLL CXXC-DNA inh 5%, PTAP TSG101 blk 0%, TSHR antag -4, TCR activator 3%, AT treatment 6%, Menin-MLL TR inh -2% and MBNL1-CUG inh -8%.
CCCn1cnc2cc(NCc3cccc(OC)c3)ccc21 was read as Integrin act MD 2%, S-ASM inh 7%, Mito fusion yeast 4%, MLL CXXC-DNA inh 12%, PTAP TSG101 blk 1%, TSHR antag 7, TCR activator 4%, AT treatment -2%, Menin-MLL TR inh -4% and MBNL1-CUG inh 5%.
Screening COc1cc2c(cc1OC)CN(CC(=O)Nc1ccccc1C#N)CC2 returned Integrin act MD -19%, S-ASM inh 4%, Mito fusion yeast -2%, MLL CXXC-DNA inh 0%, PTAP TSG101 blk -6%, TSHR antag 3, TCR activator 4%, AT treatment 0% and MBNL1-CUG inh 4%.
Cc1ccc(N2C(=O)CSC2c2cccs2)cc1 (stereo not drawn) was read as Integrin act MD -12%, S-ASM inh 1%, Mito fusion yeast 3%, MLL CXXC-DNA inh 2%, PTAP TSG101 blk -4%, TSHR antag -15, TCR activator 3%, AT treatment 6%, Menin-MLL TR inh -11% and MBNL1-CUG inh 1%.
Screening Cc1cc(-c2cccs2)c2c(N)c(C(=O)c3ccc4c(c3)OCO4)sc2n1 returned Integrin act MD -7%, S-ASM inh -11%, Mito fusion yeast -1%, MLL CXXC-DNA inh inconclusive, PTAP TSG101 blk inconclusive, TSHR antag 2, TCR activator 11%[46.1 µM], AT treatment 14%, Menin-MLL TR inh -7% and MBNL1-CUG inh -8%.
Screening COc1ccc2[nH]cc(C(O)CN3CCC(C(N)=O)CC3)c2c1 (stereo not drawn) returned Integrin act MD 4%, S-ASM inh 3%, Mito fusion yeast 2%, MLL CXXC-DNA inh -3%, PTAP TSG101 blk -6%, TSHR antag -1, TCR activator -4%, AT treatment 1%, Menin-MLL TR inh 3% and MBNL1-CUG inh -13%.
For CN(CC(=O)Nc1ccc(F)cc1)C(=O)CNC(=O)C1CCCCC1 the results were Integrin act MD 23%, S-ASM inh 1%, Mito fusion yeast -2%, PTAP TSG101 blk -3%, TSHR antag 5, TCR activator -4% and AT treatment 1%.
Screening C=CCNC(=S)NC(CC(=O)OC)c1ccc2c(c1)OCO2 (stereo not drawn) returned Integrin act MD -14%, S-ASM inh -3%, Mito fusion yeast 0%, MLL CXXC-DNA inh 1%, PTAP TSG101 blk -3%, TSHR antag 3, TCR activator 0%, AT treatment 2%, Menin-MLL TR inh -1% and MBNL1-CUG inh -11%.
`CCCc1c(OCCCCc2nn[nH]n2)ccc(C(C)=O)c1O` gave S-ASM inh 8%, Mito fusion yeast 6%&-2%, MLL CXXC-DNA inh 3%&0%, PTAP TSG101 blk -2%, TSHR antag -18&-23, TCR activator -8%, AT treatment 22%, Menin-MLL TR inh inconclusive and MBNL1-CUG inh -10%&2%.
COc1ccc(Cl)cc1NC(=O)CSc1nc(=O)n(CCN(C)C)c2c1CCCC2 was read as Integrin act MD -31%, S-ASM inh 4%, Mito fusion yeast -3%, PTAP TSG101 blk -11%, TSHR antag -5, TCR activator 7% and AT treatment -2%.
For Cc1nc(-c2ccc(Cl)cc2)sc1C1(C)CC(c2ccncc2)=NO1 (stereo not drawn) the results were Integrin act MD 21%, S-ASM inh 0%, PTAP TSG101 blk -1% and TCR activator -7%.
Screening C/C=C(/C)C(=O)O[C@@H]1c2c(ccc3ccc(=O)oc23)O[C@@H]1C(C)(C)OC(=O)/C(C)=C\C returned Integrin act MD 4%, S-ASM inh -6%, Mito fusion yeast 16%, MLL CXXC-DNA inh 8%, PTAP TSG101 blk 2%, TSHR antag 7, TCR activator -4%, AT treatment 5%, Menin-MLL TR inh -9% and MBNL1-CUG inh 1%.
For COc1cccc(CN(C)C(=O)c2ccc3c(=O)n4c(nc3c2)CCC4)c1 the results were Integrin act MD 1%, S-ASM inh 0%, Mito fusion yeast 5%, PTAP TSG101 blk 0%, TSHR antag -5, TCR activator -5% and AT treatment 4%.
For COc1ccc(CCNC(=O)COC(=O)c2cc3ccccc3oc2=O)cc1OC the results were Integrin act MD -19%, S-ASM inh 3%, PTAP TSG101 blk -4% and AT treatment 7%.
Screening O=C(O)/C=C/C(=O)Nc1ccc(N2CCOCC2)nc1N1CCOCC1 returned Integrin act MD inconclusive, S-ASM inh 4%, Mito fusion yeast -2%, MLL CXXC-DNA inh 1%, PTAP TSG101 blk -5%, TSHR antag 0, TCR activator -345%, AT treatment -4% and MBNL1-CUG inh 11%.
`O=C(Oc1ccccc1)N1CCCC1` gave Integrin act MD inconclusive, S-ASM inh -1%, Mito fusion yeast -5%, MLL CXXC-DNA inh -1%, PTAP TSG101 blk 0%, TSHR antag 3, TCR activator -1%, AT treatment 17%, Menin-MLL TR inh 5% and MBNL1-CUG inh 2%.
